Screening data: PubChem BioAssay, several laboratories
GPR55 LPI antagonism = GPR55 antagonists blocking LPI-driven arrestin recruitment, primary screen, imaging, U2OS, beta-arrestin-GFP, LPI agonist (AID 2013). U2OS GPR55 beta-arrestin-GFP translocation imaging, LPI antagonism; higher % means a stronger effect. inhibition, % at 10 µM; hits with a dose series show IC50 in µM. 290,000 tested, 0.13% active;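 active = spots per cell inhibited over 60%, with over 100 cells counted and total cytoplasm intensity under 500,000; inconclusive = wells with under 100 cells, flagged as likely toxic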;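 also: U2OS cells stably carrying GPR55 and arrestin-GFP stimulated by 5 µM LPI near EC80; imaged beta-arrestin-GFP aggregate spots per cell after agonist stimulation; plate controls were LPI-stimulated DMSO wells for no effect and DMSO wells without LPI for full effect; some results filed as inactive read as strong as hits; confirmed hits need IC50 under 10 µM and bright autofluorescent wells are also inconclusive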
HIV peptide binding = cell-free HIV fusion peptide-binding blockers – biochemical, uHTS, fluorescence dequenching, primary screen (AID 1986); cell-free peptide binding, fluorescence dequenching, 30 min; higher % means a stronger effect; inhibition, % at 20 µM; hits with a dose series show IC50 in µM; 290,000 tested, 0.3% active; in the data active = inhibition mostly above about 52%, no sharp cut-off; inactive = mostly below about 76%; also: some results filed as inactive read as strong as hits
LYP inhibition = inhibitors of LYP phosphatase, biochemical, fluorescence intensity, uHTS (AID 1779). recombinant LYP phosphatase, fluorescence intensity; higher % means a stronger effect. one-dose inhibition, % at 11.5 µM; IC50 in µM for titrated hits. 290,000 tested, 0.054% active; in the data active = inhibition above about 50%;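 also: plate controls were vehicle with enzyme for no effect and no enzyme for full effect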
Rac1 GTP hydrolysis = MgcRacGAP GTPase-activating activity inhibitors, confirmation, biochemical, ADP Hunter fluorescence; MgcRacGAP-stimulated Rac1 GTP hydrolysis, ADP Hunter fluorescence; higher % means a stronger effect; GST-tagged Rac1 F28L mutant substrate; AID 624330; 340,000 tested, 0.6% active; inhibition, % at 30 µM; hits with a dose series show IC50 in µM;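 active = first-screen hits whose inhibition reached a set limit at any dose in the follow-up dose series; inconclusive = inhibition above the set first-screen limit but never retested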;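 also: fluorescence reports GDP produced by GAP-driven GTP hydrolysis; strong numbers were not always called active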
NTR1 agonist = NTR1-driven beta-arrestin-GFP spot formation – imaging, U2OS cells, high content, primary screen (AID 493036); P30989; 330,000 tested, 0.17% active; agonist mode; activation, % at 20 µM;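 active = activation at or above 40% of the spot to cytoplasm intensity ratio, with at least 20 cells analyzed; inconclusive = wells under 20 cells, flagged as cytotoxic or low count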;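 also: 0% = DMSO without peptide and 100% = 100 nM NTR1 peptide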
Target sequence (P30989 whole entry, looked up): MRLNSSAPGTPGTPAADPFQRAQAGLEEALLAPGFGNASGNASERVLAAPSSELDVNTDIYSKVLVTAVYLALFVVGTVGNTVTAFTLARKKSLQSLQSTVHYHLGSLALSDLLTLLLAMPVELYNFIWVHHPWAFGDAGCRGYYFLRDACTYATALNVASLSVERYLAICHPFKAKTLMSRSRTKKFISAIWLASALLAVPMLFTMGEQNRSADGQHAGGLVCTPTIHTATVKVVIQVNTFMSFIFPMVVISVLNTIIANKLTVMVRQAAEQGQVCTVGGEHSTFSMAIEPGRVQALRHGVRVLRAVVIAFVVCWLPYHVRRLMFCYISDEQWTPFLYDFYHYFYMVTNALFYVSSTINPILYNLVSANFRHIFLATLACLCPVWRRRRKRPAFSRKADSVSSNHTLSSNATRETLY
SIAH1 antagonists = Siah-1 peptide-binding antagonists, primary screen, biochemical, fluorescence polarization, rhodamine-plectin, uHTS (AID 1817). Siah-1 / rhodamine-plectin peptide fluorescence polarization; higher % means a stronger effect. one-dose displacement, % at 20 µM; IC50 in µM for titrated hits. 290,000 tested, 0.02% active;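 active = displacement of at least 50% at 20 µM, with a fluorescence ratio check between 0.3 and a set limit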;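 also: plate controls were Siah plus tracer with DMSO for no effect and tracer alone without Siah for full effect; strong numbers were not always called active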
PhoP inhibition = inhibitors of PhoP regulon expression, primary screen, Salmonella Typhimurium, GFP reporter (AID 1863) | S. Typhimurium PhoP-regulated promoter GFP reporter, 4 h; higher % means a stronger effect | one-dose inhibition, % at 50 µM; IC50 in µM for titrated hits | 300,000 tested, 0.16% active;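 active = inhibition over 29.93%, a cutoff 3 SD above the screen mean, later confirmed by dose response; inconclusive = inhibition over 29.93% but no dose response follow-up; inactive = inhibition at most 29.93% or unconfirmed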;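 also: 0% = low Mg2+ inducing control and 100% = high Mg2+ repressing control; strong numbers were not always called active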
GPR35 arrestin U2OS = GPR35 antagonists blocking zaprinast-driven arrestin recruitment, primary screen, imaging, U2OS, beta-arrestin-GFP, zaprinast agonist (AID 2058); inhibition, % at 10 µM, or IC50 in µM where a hit was titrated; U2OS GPR35 beta-arrestin-GFP translocation imaging, zaprinast antagonism; higher % means a stronger effect; 290,000 tested, 0.052% active;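 active = inhibition of at least 50% with at least 30 cells and total cytoplasm GFP at most 10,000,000; inconclusive = under 30 cells or total GFP of 10,000,000 plus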
Myeloid diff 2 = promotes myeloid progenitor differentiation | AID 624256 | ER-HoxA9 myeloid progenitors, lysozyme-GFP differentiation, flow cytometry | 360,000 tested, 1% active | calls only at 10 µM;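 active = normalized GFP-positive differentiation at or above the plate's own cutoff, the solvent-only control mean plus 3 SD; inconclusive = no clear call, values can overlap the other calls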;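 also: cells exposed to compound for four days before flow analysis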
NTR1 agonist cell count 20 µM = second read-out of NTR1 agonist, no call of its own (marks repeat the call); cell count; measured here: cell count, cytotoxicity flag
Myeloid diff 2 GFP+ MAC1+ % = recorded beside Myeloid diff 2, whose call it bears; GFP+ MAC1+ double positive, %; measured here: differentiation confirmed by MAC1 staining
Active calls of the source: *; i = inactive; ? = inconclusive; / = not tested or not shown; + = active, no number.

SMILES	GPR55 LPI antagonism	HIV peptide binding	LYP inhibition	Rac1 GTP hydrolysis	NTR1 agonist	NTR1 agonist cell count 20 µM	SIAH1 antagonists	PhoP inhibition	GPR35 arrestin U2OS	Myeloid diff 2	Myeloid diff 2 GFP+ MAC1+ %
O=C(Nc1ccc(Cl)cn1)c1cccc2ccccc12	-6%	1.5%	-3%	8%	2.1	48	6%	-9%	4%	/	/
CN1CCN(c2ccc(-c3ccc4ccccc4n3)cc2)CC1	12%	0.5%	-1%	9%	/	/	3%	2%	17%	+	0.8*
C=CCn1c(SCc2nc3ccccc3nc2C)nnc1-c1ccoc1C	11%	-2.2%	-4%	8%	2.6	65	-5%	0%	-6%	i	0.5
O=C(CN1C(=O)COc2ccccc21)Nc1ccccc1F	10%	0.0%	-5%	-7%	1.0	49	1%	-5%	-8%	i	1.1
CC1(C)CC(NC(=O)c2cccc3ccccc23)CC(C)(C)N1	23%	-1.0%	-4%	7%	0.7	89	2%	-3%	-4%	i	1.0
Cc1onc(-c2ccccc2Cl)c1C(=O)NCc1cccs1	14%	-1.8%	-4%	11%	-0.3	39	-6%	4%	22%	i	0.5
O=C(Nc1ccnn1C1CCN(C2CCCCC2)CC1)c1ccccc1	-4%	3.0%	-10%	1%	0.1	66	-4%	-8%	5%	?	/
CN(C)C(=O)c1ccc(NC(=O)COc2cccc(Oc3ccccc3)c2)cc1	5%	-0.4%	-18%	12%	1.5	56	3%	-6%	16%	i	3.0
CCN(C(=O)COC(=O)CN(C)S(=O)(=O)c1ccc(NC(C)=O)cc1)C1CCS(=O)(=O)C1 (configuration not stated)	8%	2.0%	-7%	7%	-0.8	55	2%	0%	-2%	i	2.5
Cc1ccn2c(=O)c(NC(=O)c3cccs3)c(C)nc2c1	/	/	/	1%	-0.2	53	/	0%	/	i	1.2
COc1ccc2sc(N(CCCN(C)C)C(=O)c3ccc(S(=O)(=O)N(C)Cc4ccccc4)cc3)nc2c1	/	/	/	5%	1.4	74	/	6%	/	i	1.0
O=C(CN1C(=O)C2C3CCC(C3)C2C1=O)OCC(=O)c1ccccc1 (configuration not stated)	7%	-0.9%	-8%	8%	-0.9	68	1%	2%	-6%	i	4.7
CC(C)Sc1nc(O)c(Cc2ccccc2)c(=O)[nH]1	-1%	-0.4%	-6%	1%	-1.4	68	0%	-13%	6%	i	2.8
CCOc1ncccc1C(=O)N(C)CC1COc2ccccc2O1 (configuration not stated)	5%	-2.1%	-5%	7%	0.6	43	3%	-3%	0%	i	0.3
Cc1ccc2[nH]c(=O)c3cc(C(=O)NC(C)C)sc3c2c1	-2%	1.4%	-6%	0%	-0.3	60	3%	-4%	9%	i	0.1
Cc1ccccc1-n1cc(CNC(=O)CCc2nnc(CCc3ccccc3)o2)cn1	9%	-0.1%	-10%	4%	-1.7	56	1%	/	-6%	i	0.8
COCCCNC(=S)N1CCN(c2ccc([N+](=O)[O-])cc2)CC1	4%	0.5%	-6%	14%	1.8	42	3%	-2%	-10%	i	2.6
CN(Cc1ccccc1)C(=O)c1ccccc1C(=O)O	-9%	-1.2%	-9%	8%	2.2	36	-5%	6%	6%	i	0.3
O=C(CN1C(=O)NC2(CCCc3ccccc32)C1=O)Nc1cccc(S(=O)(=O)N2CCCCC2)c1 (configuration not stated)	12%	-1.1%	-2%	1%	2.7	63	4%	7%	-15%	i	2.1
CCOc1cccc2cc(C(=O)NC(C)c3ccccc3)c(=N)oc12 (configuration not stated)	8%	-0.2%	-7%	7%	6.4	63	-3%	-6%	-14%	i	1.2
O=C(Nc1ccccc1)Nc1ccc(Br)cc1F	4%	-1.1%	-2%	3%	2.8	64	6%	-7%	5%	i	1.6
CC1CCCCC1NC(=O)Cn1nc(-c2ccccc2)ccc1=O (configuration not stated)	-8%	-1.8%	2%	7%	-0.1	50	7%	2%	9%	i	2.7
COc1ccc(-n2nc(C(=O)NCC(=O)NCC3CCCO3)c3ccccc3c2=O)c(OC)c1 (configuration not stated)	21%	-1.1%	-3%	10%	1.6	83	1%	-9%	15%	i	1.5
Cc1nc(-c2ccc(NC(=O)/C=C\C(=O)O)cc2)cs1	7%	-0.1%	-8%	5%	0.3	36	-1%	0%	-17%	i	0.4
COc1ccc(CCN2CC(C(=O)NCCN3CCCC3=O)CCC2=O)cc1 (configuration not stated)	7%	-1.7%	-6%	3%	1.5	49	-4%	10%	-5%	i	0.9
(listing goes on)
SMILES	GPR55 LPI antagonism	HIV peptide binding	LYP inhibition	Rac1 GTP hydrolysis	NTR1 agonist	NTR1 agonist cell count 20 µM	SIAH1 antagonists	PhoP inhibition	GPR35 arrestin U2OS	Myeloid diff 2	Myeloid diff 2 GFP+ MAC1+ %
N#C/C(=C/c1ccccc1[N+](=O)[O-])c1nnc2n1CCCCC2	-10%	2.2%	-9%	5%	0.7	64	4%	-3%	4%	i	0.3
COc1ccc(CNC(=O)C2CCCN(c3nc4ccccc4o3)C2)c(OC)c1 (configuration not stated)	77%	4.6%	-3%	5%	1.4	45	5%	-8%	10%	i	5.3
Cc1ccc(Cn2c(=O)n(C)c(=O)c3sccc32)cc1	-12%	0.0%	-14%	9%	-0.5	66	-8%	9%	-4%	i	0.4
COc1ccc(NC(=O)CCC(=O)OCc2ccc(Br)cc2)cc1	1%	-0.8%	-8%	4%	0.1	52	10%	-7%	1%	i	0.6
Cc1oc(=O)c(NC(=O)c2cccc(Cl)c2)cc1C(=O)c1ccccc1	7%	3.0%	2%	-11%	1.1	109	-3%	9%	-3%	i	3.5
COc1ccc(N2CCN(Cc3nc(N)nc(N4CCCc5ccccc54)n3)CC2)cc1	10%	-0.8%	6%	14%	-2.0	80	-4%	21%	6%	i	0.7
CCC(=O)N1CCc2cc(S(=O)(=O)NC(C(=O)NCc3ccc(F)cc3)C(C)C)ccc21 (configuration not stated)	5%	-0.6%	0%	-3%	-0.1	78	-3%	-3%	-11%	i	0.8
CCc1ccc(OCC(=O)O/N=C(\N)c2cccnc2)cc1	11%	1.0%	0%	/	4.0	55	12%	-6%	-2%	i	0.6
CN(C(=O)CSc1nc2ccc(Br)cc2c(=O)n1Cc1ccco1)C1CCS(=O)(=O)C1 (configuration not stated)	8%	1.2%	-6%	13%	-0.2	51	-3%	-9%	15%	i	0.6
COC(=O)c1c(-c2cccc(C)c2)csc1N	4%	0.9%	-2%	19%	1.0	64	0%	1%	5%	i	0.9
S=C(NCCCN1CCOCC1)Nc1ccc(Cl)cc1Cl	1%	-1.5%	-9%	8%	-0.4	39	3%	-5%	/	i	1.2
CCOC(=O)C1CCN(C(=O)CN(c2cccc(OC)c2)S(=O)(=O)c2ccccc2)CC1	9%	1.4%	-2%	9%	-0.5	51	0%	-12%	-8%	i	0.8
COc1ccccc1CN1CCN(Cc2nc(-c3ccccc3)no2)CC1	-19%	-0.5%	-9%	2%	-1.3	34	-2%	6%	2%	i	0.2
O=C(NCc1ccccc1)c1cccc(COc2cc(Cl)ccc2Cl)c1	16%	1.4%	1%	8%	-0.2	57	-1%	-18%	-1%	i	0.8
OCCCc1nc2n(n1)C(c1ccccc1)C=C(c1ccc(F)cc1)N2 (configuration not stated)	3%	-1.8%	-1%	7%	3.7	46	-12%	-4%	8%	i	6.5
O=C(N/N=C/c1ccccc1O)/C(=C/c1ccccc1)CCO	10%	4.1%	0%	9%	-0.3	79	6%	0%	0%	+	4.1*
CCCCN(C(=O)c1cccc2c(=O)c(C)c(-c3ccccc3)oc12)c1ccccc1	41%	-1.2%	-2%	-3%	/	/	2%	-13%	11%	i	0.3
Cc1ccc(/C=C/C(=O)c2ccc(O)cc2)cc1	10%	-2.1%	-4%	2%	2.3	69	2%	13%	-3%	i	0.6
CC(C)(C)c1cc(C(=O)NNC(=O)Nc2ccccc2)n(Cc2ccccc2)n1	-18%	-1.0%	-6%	3%	-0.3	50	-6%	5%	-10%	i	0.7
COc1ccc(C(C)=O)cc1COC(=O)c1ccc(OCc2c(C)noc2C)cc1	-8%	-1.4%	4%	5%	4.3	114	5%	5%	4%	i	1.0
NC(=O)c1cccc(-c2cccc(OC(=O)NC3CCCCC3)c2)c1	-7%	-0.8%	-10%	5%	1.5	59	3%	0%	4%	i	0.5
COc1ccc(S(=O)(=O)NCC2CCCN(C(=O)CCC(F)(F)F)C2)cc1 (configuration not stated)	-4%	0.8%	-10%	-4%	0.1	50	5%	8%	9%	i	0.7
O=C(Nc1ccc(F)cc1F)c1cc2ccccc2oc1=O	3%	0.2%	-5%	2%	-0.4	49	-2%	-4%	6%	i	0.6
C=C1CCN([C@@H](CC(C)C)C(=O)NCc2ccc(Cl)c(Cl)c2)S(=O)(=O)c2ccccc21	/	/	/	11%	-2.3	88	/	-4%	/	i	2.5
COC(=O)c1cc(S(=O)(=O)N2CCC(C(N)=O)CC2)oc1C	-6%	1.1%	-7%	-2%	-0.6	66	11%	-1%	4%	i	0.6
Following part:
SMILES	GPR55 LPI antagonism	HIV peptide binding	LYP inhibition	Rac1 GTP hydrolysis	NTR1 agonist	NTR1 agonist cell count 20 µM	SIAH1 antagonists	PhoP inhibition	GPR35 arrestin U2OS	Myeloid diff 2	Myeloid diff 2 GFP+ MAC1+ %
CN1CCN(c2ccc(Cl)cc2NC(=O)c2nn(-c3ccccc3)c(=O)c3ccccc23)CC1	7%	-0.8%	-9%	3%	/	/	2%	-2%	7%	i	0.0
CCCCn1c(CNC(=O)CC)nc2ccccc21	-2%	-1.6%	3%	0%	2.5	69	-3%	-3%	-15%	i	2.1
COC(=O)CNC(=O)CSc1nnc(-c2ccc(OC)cc2)n1CC(C)C	-4%	2.0%	-6%	5%	-2.0	61	3%	-2%	21%	i	9.1
COC(=O)c1[nH]c2cccc(OC)c2c1NC(=O)CCN1CCC(C)CC1	-1%	-1.1%	-3%	12%	-1.2	42	0%	-10%	16%	i	1.0
COc1ccccc1N=Nc1c(C)[nH][nH]c1=O	6%	-0.7%	-5%	4%	0.5	60	11%	13%	6%	i	0.4
O=[N+]([O-])c1ccc(NCCNc2ccc(Cl)nn2)cc1	0%	1.6%	-5%	4%	0.2	77	0%	5%	9%	i	1.9
Cc1ccc(NC(=S)N2CCCC(c3ccccc3)=N2)cc1	22%	-1.2%	-3%	7%	2.3	53	3%	-11%	14%	i	0.4
COc1ccc(S(=O)(=O)N2CCOCC2)cc1OC	4%	-0.4%	0%	2%	-0.2	51	1%	21%	-11%	i	0.2
